# IDE act – activators of human insulin-degrading enzyme in cells; activation, % at 5.96 µM; P14735; actives 0.073% (n = 340,000); HEK cells, FAbeta-B cleavage, fluorescence polarization; 0% vehicle, 100% cell-free pure enzyme wells;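 active = activation above the mean of all tested compounds plus 3 SD, set per screening campaign, cut at about 17% in these data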
# IDE inh – inhibitors of human insulin-degrading enzyme in cells | P14735 | HEK cells, FAbetaB cleavage, fluorescence polarization | inhibition, % at 5.59 µM | actives 0.41% (n = 320,000) | AID 434962;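 active = percent inhibition above the average of all tested compounds plus 3 SD, set per screening campaign, cut at about 16% in these data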;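 also: IDE supplied by intact live HEK cells; FP after avidin binding of uncleaved biotin substrate so inhibition keeps polarization high; 0% = DMSO wells and 100% = 60 µM reference IDE inhibitor Ii1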
# pCIP destab – compounds decreasing mouse p/CIP protein stability | actives 0.01% (n = 290,000) | F442A p/CIP-EGFP cells, EGFP fluorescence, 16 h | Q05BA5 | decrease of EGFP signal, % at 10 µM;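 active = EGFP signal decrease of at least 30% at 10 µM or well 3 SD below plate mean, unless failing retest; inactive = the rest, including hits failing retest or dose response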; also: some compounds called inactive have numbers as strong as hits; many of its hits are not listed in these tables
# SUMO HTRF inh – inhibitors of human SUMOylation (UBC9) | P63279 | HTRF SUMOylation assay, SAE1/SAE2 + UBC9, in vitro | inhibition, % at 35 µM | actives 0.36% (n = 290,000) | AID 2006; in the data active = inhibition above about 50%, passing the limit was not always enough; also: strong numbers were not always called active
# Target sequence (P63279 whole entry, looked up): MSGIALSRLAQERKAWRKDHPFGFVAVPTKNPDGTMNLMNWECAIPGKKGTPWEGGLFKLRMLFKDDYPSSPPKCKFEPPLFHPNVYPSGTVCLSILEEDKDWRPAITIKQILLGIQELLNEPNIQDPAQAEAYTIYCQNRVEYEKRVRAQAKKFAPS
# VIM-2 inhibitor – inhibitors of Pseudomonas aeruginosa VIM-2 metallo-beta-lactamase; purified VIM-2, nitrocefin hydrolysis, epi-absorbance fluorescence; inhibition, % at 5.6 µM; actives 0.89% (n = 290,000); AID 1527;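 active = inhibition above the mean of all tested compounds plus 3 SD, cutoff set per screening run, cut at about 7.5% in these data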;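 also: red hydrolysis product quenches plate fluorescence so inhibitors raise well fluorescence; 0% = enzyme with DMSO and 100% = DMSO without enzyme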
# NS3 helicase inh – inhibitors of Hepatitis C virus NS3 helicase. actives 0.56% (n = 290,000). NS3 helicase DNA unwinding, Cy5 molecular beacon fluorescence. inhibition, % at 10.9 µM;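 active = inhibition above the mean of all tested compounds plus 3 SD, set per campaign, cut at about 35% in these data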;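 also: 0% = DMSO wells and 100% = thioflavine S control wells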
#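 Control set: DMSO versus 110 µM thioflavine S; Material: NS3 helicase fragment of HCV; Measured by: Cy5 fluorescence at 0 and 60 min, beacon hairpin quenching; Read-out basis: percent inhibition from t60/t0 fluorescence ratio; Times: reaction time 60 min, 25 °C; Repeats: single replicate; Compound dosing: single dose, 10.9 µM nominal final, DMSO 0.8% final.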
# CRFR2-BP antag – CRF-BP/CRF-R2 complex antagonism | HEK293 CRF-R2/CRF-BP, CRF-induced calcium fluorescence | inhibition, % at 11.8 µM | actives 0.59% (n = 350,000) | AID 588475;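 active = inhibition of the ligand-induced calcium signal above about 50% at the single tested concentration, limit read from the data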
# IMP-1 inh – inhibitors of Pseudomonas aeruginosa IMP-1 metallo-beta-lactamase | purified IMP-1, nitrocefin hydrolysis, epi-absorbance fluorescence | actives 0.45% (n = 290,000) | AID 1556 | inhibition, % at 5.6 µM;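 active = inhibition above the mean plus 3 SD of all compounds in the same screening run, cut at about 4.5% in these data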;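 also: 0% = IMP-1 with DMSO and 100% = DMSO wells lacking enzyme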
#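 System: purified IMP-1; amount: IMP-1 0.2 nM before substrate addition; compound: single dose, 5.6 µM; times: 25 °C, 15 min preincubation, 25 min reaction; signal: Epi-absorbance via hydrolysed-nitrocefin quenching of white-plate fluorescence, 480/530 nm, EDTA stop; benchmarks: DMSO with and without IMP-1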
# GalR3 antag – antagonists of human GalR3 | inhibition, % at 3 µM | actives 0.44% (n = 360,000) | O60755 | HEK293 GalR3-CNG cAMP membrane potential fluorescence; galR3 body fused to GalR1 C-terminus;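 active = inhibition above the screen-wide average plus 3 SD, cut at about 13% in these data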;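 also: forskolin and galanin both at EC90 stimulate the cells; cAMP rise reported by CNG channel membrane potential dye signal; 0% = forskolin plus galanin with DMSO and 100% = forskolin alone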
# Target sequence (O60755 1-299 limits assumed): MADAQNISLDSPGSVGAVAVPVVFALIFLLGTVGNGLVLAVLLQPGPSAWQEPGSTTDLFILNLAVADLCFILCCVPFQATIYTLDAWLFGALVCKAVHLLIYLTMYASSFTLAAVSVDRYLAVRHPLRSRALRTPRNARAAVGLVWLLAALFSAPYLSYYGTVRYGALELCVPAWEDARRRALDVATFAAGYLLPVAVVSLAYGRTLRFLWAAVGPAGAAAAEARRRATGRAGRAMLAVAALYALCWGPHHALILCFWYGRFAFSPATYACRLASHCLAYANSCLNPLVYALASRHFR
# Active calls of the source: *; / = no result given.
nr	compound	IDE act	IDE inh	pCIP destab	SUMO HTRF inh	VIM-2 inhibitor
1	Cn1c(=O)cc(SCC(=O)N2CCN(c3ccccn3)CC2)c2ccccc21	2	-2	-1	28	-1.9
2	Cc1cc(C)c(C)c(S(=O)(=O)Nc2ccc(OCC(=O)O)cc2)c1C	0	3	-12	10	0.9
3	Fc1cccc(Cl)c1Cn1nnc2c(-n3ccnc3)ncnc21	5	-1	-13	0	-4.1
4	O=C1CN(C(=O)COC(=O)c2ccccc2NCc2ccco2)c2ccccc2N1	0	-3	-1	-5	2.5
5	O=C(O)c1cc2c(ccc3ccccc32)oc1=O	0	-1	2	8	0.2
6	O=C(CCCCCn1nnc2ccccc2c1=O)Nc1ccccc1Cl	0	1	-7	-12	-0.5
7	Cc1ccc(-n2[nH]c(C)c(/C=N/Nc3ccc([N+](=O)[O-])cc3[N+](=O)[O-])c2=O)cc1C	5	-6	-4	1	-3.3
8	N#CCCn1c(=O)n(CCC#N)c2ccccc21	/	-1	4	1	-3.8
9	CCCCNC(=O)CC(=O)Nc1ccccc1C(=O)O	3	2	-12	17	-4.7
10	O=c1cnc2ccccc2n1Cc1ccccc1C(F)(F)F	-1	5	-6	3	0.0
11	O=C(N/N=C\c1ccc([N+](=O)[O-])o1)c1cncc(Br)c1	9	0	-9	-14	-1.9
12	CC1C(C#N)=C(N)OC2=C1C(=O)CCC2 (centres undefined)	2	-2	-4	7	-0.7

nr	NS3 helicase inh	CRFR2-BP antag	IMP-1 inh	GalR3 antag
1	4	-4	-3.6	-5
2	8	1	-2.8	-1
3	1	0	-5.9	-6
4	-5	3	-0.6	-7
5	1	/	-3.9	-1
6	27	4	-2.4	-10
7	16	85*	-5.4	0
8	2	4	-3.1	2
9	-3	10	-4.2	-1
10	2	-12	-1.3	0
11	2	3	-3.2	-6
12	3	9	-2.8	1

# Following part:
nr	compound	IDE act	IDE inh	pCIP destab	SUMO HTRF inh	VIM-2 inhibitor
13	CC(=O)N1CCCc2cc(S(=O)(=O)NCCC3=CCCCC3)ccc21	0	1	-8	4	-1.5
14	CC(C)n1cnc2c(Nc3cccc(Cl)c3)nc(N(CCO)CCCO)nc21	-2	2	-11	1	/
15	O=C(COC(=O)COc1ccc(Br)cc1)NC1CCCCCC1	6	0	/	/	/
16	O=C1C2C3C=CC(CNS(=O)(=O)c4ccccc4)(O3)C2C(=O)N1c1ccc(Cl)cc1 (centres undefined)	-8	8	11	8	0.8
17	COCCn1c(SCC#N)nnc1-c1ccc(OC)cc1	0	-2	0	-3	-4.5
18	CCCC(=O)N1CC2(CCC)CN(C(=O)CCC)CC(CCC)(C1)C2=O	-1	8	10	-13	-2.4
19	Cc1ccccc1C(=O)NC(=S)Nc1ccc(S(=O)(=O)N2CCOCC2)cc1	0	5	-15	-16	-1.7
20	COc1ccc(CN2CCN(C(=O)c3c(-c4ccccc4)noc3C)CC2)cc1F	4	-3	/	/	/
21	O=C(COc1cccnc1[N+](=O)[O-])c1c[nH]c2ccccc12	-2	2	-6	4	-2.9
22	Cc1ccc2nc(-c3ccc(NS(=O)(=O)c4ccc(F)cc4)cc3)sc2c1	4	2	-6	21	-3.2
23	CCOC(=O)c1ccc(NC(=S)NC(=O)c2nn(CC)cc2Br)cc1	0	-4	-4	0	-2.0
24	COc1ccc(Oc2nc(-c3ccccc3)ncc2S(=O)(=O)c2ccccc2)cc1	4	0	-17	1	-2.1

nr	NS3 helicase inh	CRFR2-BP antag	IMP-1 inh	GalR3 antag
13	-7	2	-2.8	-5
14	/	9	/	/
15	/	-8	/	-1
16	-4	16	-1.9	-1
17	2	5	-0.8	-7
18	4	-10	-3.2	4
19	14	-14	-1.2	1
20	/	-3	/	-5
21	-2	0	-2.4	0
22	-3	-73	-2.8	-4
23	11	-12	-4.7	-3
24	-2	10	-2.4	-1

# Next section
nr	compound	IDE act	IDE inh	pCIP destab	SUMO HTRF inh	VIM-2 inhibitor
25	NS(=O)(=O)OCC(Cc1ccccc1)N1C(=O)c2ccccc2C1=O (centres undefined)	5	5	-1	20	0.5
26	CCOc1cc(C(=O)Nc2nnc(CC)s2)ccc1OCC(=O)N1CCOCC1	-1	-2	-19	3	-1.9
27	O=c1cc(CSc2nnc(NC3CCCCC3)s2)nc2sccn12	6	0	4	5	1.8
28	CCc1ccc(NC(=O)CSc2nnc(CNC(=O)c3c(F)cccc3Cl)o2)cc1	1	-1	-2	4	-2.9
29	FC(F)(F)c1ccnc(NCc2ccc(Cl)cc2)n1	4	-1	-5	12	-0.8
30	O=C(O)c1cc(-c2ccc(/C=C3\NC(=O)N(c4ccc(Cl)cc4)C3=O)o2)ccc1Cl	-1	2	-8	43	-3.7
31	Cc1oc2cc(Br)c(O)c(Br)c2c1-c1ccccc1	-2	-1	-1	12	-3.7
32	COc1ccccc1-c1cc(C(F)(F)F)nc(S(=O)(=O)CCCC(=O)O)n1	-6	-3	-6	-2	-2.3
33	O=C(C1CCN(S(=O)(=O)c2ccccc2[N+](=O)[O-])CC1)N1CCOCC1	0	3	-10	-4	-2.4
34	CCN(CC)CCC#CC1(O)c2ccccc2-c2ccccc21	-2	1	-14	9	-1.2
35	O=C(Oc1oc(-c2ccco2)nc1C=Nc1ccccc1)c1ccoc1	0	-5	-9	4	-1.7
36	O/N=C(/c1ccc(F)cc1)C1CC1c1c(F)cccc1Cl (centres undefined)	-3	-1	-3	5	-1.6

nr	NS3 helicase inh	CRFR2-BP antag	IMP-1 inh	GalR3 antag
25	-8	-6	-2.5	-3
26	-1	-20	-3.4	3
27	-2	-19	0.1	-1
28	3	2	0.1	-2
29	-9	-2	-1.8	1
30	19	-13	-3.4	-4
31	13	-5	-2.8	/
32	-7	-11	-2.4	-5
33	4	18	-1.7	1
34	-3	7	-2.8	-11
35	0	-7	-2.8	-1
36	-19	12	-2.2	-12

# Remaining list, next part:
nr	compound	IDE act	IDE inh	pCIP destab	SUMO HTRF inh	VIM-2 inhibitor
37	CC(/C=N/n1c(-c2ccncc2)n[nH]c1=S)=C\c1ccco1	/	-3	-4	22	3.3
38	CC(=O)Nc1ccc(C(=O)Nc2ccc(S(=O)(=O)N3CCCCC3)cc2)cc1	0	4	-2	-2	-5.0
39	CC(C(=O)NCc1cccnc1)c1ccc([N+](=O)[O-])cc1 (centres undefined)	0	0	-5	12	-3.4
40	Cc1cc(NC(=O)CSc2nc3ccccc3n2CC(=O)N2CC(C)CC(C)C2)no1 (centres undefined)	7	2	-12	0	-2.2
41	COc1ccc(OCC(=O)Nc2nc3ccccc3[nH]2)cc1	5	0	4	1	-3.8
42	N#Cc1c(SCC(=O)Nc2nncs2)sc2c(O)cc(=O)[nH]c12	4	3	-9	45	-4.2
43	O=C(COc1ccccc1)N(Cc1cccs1)C1CCS(=O)(=O)C1 (centres undefined)	0	-5	-2	21	-0.4
44	Cc1ccc(C2Nc3ccc4ccccc4c3C3=C2C(=O)CC(C)(C)C3)o1 (centres undefined)	-9	4	-22	3	-1.0
45	COC(=O)Cc1c(OC)ccn(CCc2c[nH]c3ccccc23)c1=O	2	3	5	10	-2.3
46	O=C(NCCc1nnc2ccccn12)c1cccs1	2	-2	-13	/	-1.8
47	COc1ccccc1C(=O)NCC(=O)OCC(=O)c1ccc2c(c1)-c1ccccc1C2	-7	22*	-10	-26	-2.8
48	CN1CCO/C1=C(\C(Cl)=C(Cl)Cl)[N+](=O)[O-]	5	-1	1	-6	0.2

nr	NS3 helicase inh	CRFR2-BP antag	IMP-1 inh	GalR3 antag
37	13	-48	0.2	5
38	-2	-11	-3.5	-9
39	14	5	-1.8	0
40	0	-13	-2.6	1
41	-1	-8	-3.0	-4
42	24	-10	-2.2	-9
43	0	-14	-0.3	0
44	-5	-19	-0.2	/
45	-3	-3	-3.4	-8
46	2	5	2.7	-8
47	5	-15	-4.1	-7
48	5	31	-4.0	-3

# Next structures.
nr	compound	IDE act	IDE inh	pCIP destab	SUMO HTRF inh	VIM-2 inhibitor
49	O=C(NCCSc1ccccc1)c1ccc(CN2CCOCC2)cc1	-3	-2	2	-2	-2.5
50	C/C(=C\C=C(C#N)C#N)c1cc(C#N)c(N)o1	-41	/	-33	4	-1.7
51	NS(=O)(=O)c1ccc(NC(=O)c2c(Cl)cccc2Cl)cc1	7	7	-15	22	-5.3
52	Cc1ccc(C)c(NC(=O)CSc2nc3[nH]ncc3c(=O)[nH]2)c1	-4	2	6	-7	0.2
53	Cc1sc2nc(C3CC3)nc(SCC(=O)N3CCCc4ccccc43)c2c1C	/	-3	-2	-5	-2.1
54	O=C(/C=C/c1cccs1)N1CCCC1	0	5	-4	8	-4.1
55	O=C(N/C(=C/c1cccnc1)C(=O)N1CCOCC1)c1ccccc1	1	1	0	1	-1.1
56	CCN(CC)S(=O)(=O)c1ccc(/C=C/C(=O)OCC#N)cc1	-2	-3	-8	8	-5.7

nr	NS3 helicase inh	CRFR2-BP antag	IMP-1 inh	GalR3 antag
49	10	6	-3.2	-2
50	2	-50	-1.6	-2
51	-3	1	-4.2	-1
52	-6	-6	-0.7	-3
53	-4	/	-1.9	-2
54	7	-5	-3.8	-12
55	10	-9	-2.0	-6
56	0	11	-2.4	6

# Compounds shown so far with an aryl thioether with sulfur outside any ring (9):
nr	compound	IDE act	IDE inh	pCIP destab	SUMO HTRF inh	VIM-2 inhibitor
1	Cn1c(=O)cc(SCC(=O)N2CCN(c3ccccn3)CC2)c2ccccc21	2	-2	-1	28	-1.9
17	COCCn1c(SCC#N)nnc1-c1ccc(OC)cc1	0	-2	0	-3	-4.5
27	O=c1cc(CSc2nnc(NC3CCCCC3)s2)nc2sccn12	6	0	4	5	1.8
28	CCc1ccc(NC(=O)CSc2nnc(CNC(=O)c3c(F)cccc3Cl)o2)cc1	1	-1	-2	4	-2.9
40	Cc1cc(NC(=O)CSc2nc3ccccc3n2CC(=O)N2CC(C)CC(C)C2)no1 (centres undefined)	7	2	-12	0	-2.2
42	N#Cc1c(SCC(=O)Nc2nncs2)sc2c(O)cc(=O)[nH]c12	4	3	-9	45	-4.2
49	O=C(NCCSc1ccccc1)c1ccc(CN2CCOCC2)cc1	-3	-2	2	-2	-2.5
52	Cc1ccc(C)c(NC(=O)CSc2nc3[nH]ncc3c(=O)[nH]2)c1	-4	2	6	-7	0.2
53	Cc1sc2nc(C3CC3)nc(SCC(=O)N3CCCc4ccccc43)c2c1C	/	-3	-2	-5	-2.1

nr	NS3 helicase inh	CRFR2-BP antag	IMP-1 inh	GalR3 antag
1	4	-4	-3.6	-5
17	2	5	-0.8	-7
27	-2	-19	0.1	-1
28	3	2	0.1	-2
40	0	-13	-2.6	1
42	24	-10	-2.2	-9
49	10	6	-3.2	-2
52	-6	-6	-0.7	-3
53	-4	/	-1.9	-2
